F508del corr: correctors of CFTR F508del function in bronchial epithelial cells. hit rate 0.36% among 350,000. activity (quench increase), % at 7.58 µM. AID 720511. CFBE cells, YFP halide quenching; stimulated with forskolin plus potentiator P3; % fluorescence drop versus neutral controls;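 active = mean added fluorescence quench of at least 8% versus neutral control, with both replicates also reaching 8%; inconclusive = only one of the mean or replicate conditions met; inactive = mean below 8% and not both replicates reaching 8%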;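 note: cells transiently co-express mutant CFTR-F508del with the halide-sensitive YFP; corrector assay measuring rescue of mutant channel to the surface after 24 h compound exposure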
DENV2 CPE: DENV2-induced cell death inhibition. DENV2-infected cells, cytopathic effect rescue, plate reader. CPE inhibition, % at 9.99 µM. hit rate 1.7% among 350,000. AID 651640; in the data active = CPE inhibition above about 20%, passing the limit was not always enough; inconclusive = no clear call, values can overlap the other calls; tested in BHK-21 cells;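 note: 0% = median of neutral control wells and 100% = median of positive control wells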
PAX8 inh HTS: PAX8 transcriptional activity inhibition; hit rate 1.2% among 360,000; RMG-I TPO-luciferase reporter, SteadyGlo, 24 h; inhibition, % at 12.6 µM;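 active = mean replicate inhibition at least 60% with every replicate also reaching 60%; inconclusive = only one of the two criteria is met; inactive = mean below 60% and not all replicates reaching 60%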;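 note: luciferase light reporting Pax8 driven TPO promoter activity; plate controls were median of neutral control wells for no effect and mitoxantrone controls for full effect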
GSIS activator: GLuc luminescence reporter in INS-1E cells, primary screen for activators of glucose-dependent secretion of insulin | INS-1E GLuc reporter insulin secretion, 2-3 h | activation, % at 16.6 µM | AID 743287 | hit rate 0.61% among 370,000;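 active = lowest replicate activation of at least 40%, so every replicate reaches that level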;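 note: 0% = median of neutral control wells and 100% = median of IBMX positive control wells; some compounds called inactive have numbers as strong as hits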
Xi reactivation: X-chromosome reactivation activator. XiGFP mouse fibroblasts, % GFP-positive cells imaging, 3 d; cells co-treated with 5-aza-dC sensitizer; scaled so ellipticine positive control = 100%. activation, % at 7.58 µM. hit rate 0.055% among 360,000. AID 743238;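 active = mean normalized replicate activation at least 10% and every replicate at or above 10%; inconclusive = only one of the two criteria met; inactive = mean below 10% and not all replicates reach 10%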;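 note: 0% = median of on-plate neutral control wells and 100% = ellipticine 6 µM median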
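System: 68-5-11 XiGFP fibroblast line | Buffer or medium: DMEM containing 5-aza-dC | Compound: Single point | Times: Compounds 3 days, fix/stain 15 min at room temperature | Benchmarks: Positive control ellipticine, 6 µM final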
ARNT TACC3 PPI: disrupts binding between human ARNT and TACC3; Q9Y6A5; AlphaScreen His-ARNT PAS-B/GST-TACC3 binding, luminescence; TACC3 fragment carries E629A point mutation; inhibition, % at 9.99 µM; hit rate 0.66% among 390,000;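 active = mean inhibition of replicates at least 50% and at least half of replicates each reaching 50%; inconclusive = half or more replicates reach 50% but mean below 50%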;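 note: 0% = complete ARNT plus TACC3 wells and 100% = ARNT alone without TACC3; many hits fall short of the cut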
EWS-Fli block: blocks EWS/Fli oncoprotein-driven transcription; hit rate 0.67% among 350,000; AID 651661; A673 NR0B1-luciferase reporter, viability-normalised; inhibition, % at 12.6 µM;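 active = mean inhibition of at least 50% after viability correction, with every replicate also passing that limit; inconclusive = mean reaches 50% but only one of two replicates passes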;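 note: firefly luciferase signal divided by Alamar Blue viability fluorescence both relative to DMSO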
ERp5 inh: inhibitors of human ERp5; ERp5 insulin aggregation, absorbance 650 nm, 90 min; inhibition, % at 9.99 µM; hit rate 0.05% among 350,000;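 active = mean replicate inhibition above about 25%, with every replicate also reaching it, limit read from the data, passing the limit was not always enough; inconclusive = only one of those two criteria met; inactive = neither criterion met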
Target sequence (Q15084 whole entry, looked up): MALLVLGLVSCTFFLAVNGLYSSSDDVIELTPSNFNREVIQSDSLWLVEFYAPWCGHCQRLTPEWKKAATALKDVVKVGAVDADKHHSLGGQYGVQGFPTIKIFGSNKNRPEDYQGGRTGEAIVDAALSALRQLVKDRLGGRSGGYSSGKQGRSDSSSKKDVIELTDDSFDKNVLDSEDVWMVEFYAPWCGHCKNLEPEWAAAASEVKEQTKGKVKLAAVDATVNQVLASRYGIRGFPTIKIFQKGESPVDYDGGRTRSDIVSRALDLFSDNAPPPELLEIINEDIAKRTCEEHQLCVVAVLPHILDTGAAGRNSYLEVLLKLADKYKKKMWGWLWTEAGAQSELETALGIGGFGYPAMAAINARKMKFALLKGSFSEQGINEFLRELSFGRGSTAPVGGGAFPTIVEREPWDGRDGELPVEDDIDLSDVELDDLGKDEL
* hit, by the source's call; ? = inconclusive; · = not tested or not shown.

SMILES	F508del corr	DENV2 CPE	PAX8 inh HTS	GSIS activator	Xi reactivation	ARNT TACC3 PPI	EWS-Fli block	ERp5 inh
C[C@@H]1CN([C@H](C)CO)C(=O)c2cc(NS(=O)(=O)c3ccc(Cl)cc3)ccc2O[C@@H]1CN(C)Cc1ccc2c(c1)OCO2	-0.3	1	7	-14	0.2	7	-1	0
COc1ccccc1S(=O)(=O)c1c(C)cc(C)[nH]c1=O	·	3	11	-2	0.1	-1	-4	3
CN(C(=O)c1cc([N+](=O)[O-])ccc1N1CCCC1)C1CCCCC1	0.7	-8	2	-13	0.0	0	·	-7
CC(C)(C)c1ccc(NC(=O)Cn2cnc3cc([N+](=O)[O-])ccc3c2=O)cc1	0.1	-4	2	2	0.2	2	0	-7
O=C(Cc1n[nH]c(=O)c2ccccc12)OCC(=O)c1ccccc1Cl	-0.7	-3	-8	19	0.2	2	-14	1
O=C(CNC(=O)c1ccco1)OCC(=O)c1ccc(Cl)cc1	·	-4	-11	-7	0.0	-30	5	1
CCCCn1nnnc1C1(C)CCC(=O)N1Cc1ccc(OC)cc1 (configuration not stated)	-3.9	12	-6	5	0.1	·	-10	0
C[C@@H]1CCCCO[C@@H](CN(C)C(=O)Nc2cccc3ccccc23)[C@@H](C)CN([C@H](C)CO)C(=O)c2cc(NC(=O)CCC(F)(F)F)ccc2O1	0.3	-6	11	5	0.1	-6	-3	·
COc1cn(-c2ccccc2)nc1C(=O)NCc1ccccc1	-5.5	12	-9	8	0.2	·	-20	-1
O=C(CN1C(=O)c2cccnc2Oc2ccc(Cl)cc21)Nc1ccc(F)cc1	-4.5	-6	27	-3	0.1	-1	7	0
CCC1CCCN1Cn1cnc2c([nH]c3ccc(Cl)cc32)c1=O (configuration not stated)	·	·	-12	12	0.0	-3	·	·
C[C@@H]1CN([C@H](C)CO)C(=O)Cc2cc(NC(=O)Cc3ccccc3)ccc2O[C@@H]1CN(C)C(=O)Nc1cccc2ccccc12	0.2	·	-7	-17	0.1	·	20	·

The list goes on; the last 2 above are carried over.
SMILES	F508del corr	DENV2 CPE	PAX8 inh HTS	GSIS activator	Xi reactivation	ARNT TACC3 PPI	EWS-Fli block	ERp5 inh
CCC1CCCN1Cn1cnc2c([nH]c3ccc(Cl)cc32)c1=O (configuration not stated)	·	·	-12	12	0.0	-3	·	·
C[C@@H]1CN([C@H](C)CO)C(=O)Cc2cc(NC(=O)Cc3ccccc3)ccc2O[C@@H]1CN(C)C(=O)Nc1cccc2ccccc12	0.2	·	-7	-17	0.1	·	20	·
COc1ccccc1CCC(=O)Nc1cccc(S(=O)(=O)N2CCOCC2)c1	-3.0	-7	7	-7	0.5	·	11	4
COc1ccc(C(=O)OCC(=O)NC(=O)Nc2ccccc2F)c(OC)c1	3.7	1	19	0	0.1	31	6	-19
CC(C)C(=O)Nc1ccc(C(=O)NNC(=S)NC(=O)c2ccccc2[N+](=O)[O-])cc1	-0.3	·	10	-4	-0.1	2	7	2
O=C(O)c1cccc(Nc2ccnc(Nc3cccc(C(=O)O)c3)n2)c1	-0.5	-3	24	1	0.0	17	63*	3
C[C@@H]1CN([C@H](C)CO)C(=O)Cc2cc(NC(=O)Nc3cccc4ccccc34)ccc2O[C@@H]1CN(C)Cc1ccc(C(=O)Nc2ccccc2N)cc1	-0.9	6	47	6	0.5	·	·	-4
CCOC(=O)C1=C[C@@H](C(C)(C)C)N(S(=O)(=O)c2ccc([N+](=O)[O-])cc2)[C@H]1c1ccccc1Cl	2.6	-7	10	6	-0.2	·	-2	1
Cc1noc(C)c1NC(=O)N(C)C[C@H]1Oc2ccc(NS(=O)(=O)c3cn(C)cn3)cc2C(=O)N([C@H](C)CO)C[C@H]1C	-2.7	0	·	3	0.2	-13	-7	2
O=C(Nc1cccc(-c2ccc(N3CCOCC3)nn2)c1)c1ccc([N+](=O)[O-])cc1	-1.8	6	-73	37	-0.1	5	-79	1
CS(=O)(=O)N(CC(=O)N1CCCC1)c1ccc(F)cc1	-2.6	-5	4	·	0.1	·	1	-4
C[C@@H]1CN([C@H](C)CO)C(=O)c2cc(NS(=O)(=O)c3cn(C)cn3)ccc2O[C@@H](C)CCCCO[C@@H]1CN(C)C(=O)c1ccccc1	0.3	5	7	39	0.3	-3	-6	-1
CC(=O)c1cnc2c(-c3cccc(Br)c3)cnn2c1C	·	·	-81	2	-0.1	-4	·	·
Cc1cccc(C(=O)N/N=C2/SCC(=O)N2Cc2ccccc2)c1	-6.6	-4	-7	12	-0.1	-12	5	3
COC(=O)c1ccc(N/C(C)=C/C(=O)c2ccc(C)o2)cc1	2.0	1	·	-4	·	-3	6	7
Cc1[nH]c(=S)[nH]c(=O)c1Cc1ccc(OCC(C)C)cc1	-0.2	0	-9	-2	0.2	-7	2	5
NC(=Nc1ccc(N)cc1)C(N)=Nc1ccc(N)cc1	-3.8	-5	-26	33	0.1	·	0	2
O=C(Nc1ccccc1Oc1ccccc1)c1ccccc1F	·	·	17	-10	0.3	7	·	·
COc1ccc(-c2nnc(SCC(=O)NNC(=O)Cc3ccccc3)n2C)cc1OC	·	·	0	-2	0.1	-2	43	6
CCc1noc(C)c1C(=O)N1CCC(CCC(=O)Nc2cccc(OC)c2)CC1	1.4	3	10	3	0.0	0	3	3
Cc1cc(C)nc(N2CCC(C(=O)NCc3ccccc3F)CC2)n1	-1.2	11	-16	24	-0.1	-6	4	4
O=C(C[C@H]1CC[C@H]2[C@@H](COC[C@H](O)CN2Cc2cc(F)ccc2F)O1)N[C@@H]1CCN(Cc2ccccc2)C1	0.8	5	-5	1	0.7	9	-4	1
CCOC(=O)C1=C(O)/C(=C/c2ccc(OCC(=O)O)c(OCC)c2)SC1=Nc1ccccc1	-1.6	-3	9	-6	0.5	8	0	-4
C[C@@H]1CN([C@@H](C)CO)C(=O)CCCn2cc(nn2)CO[C@@H]1CN(C)C(=O)Nc1ccccc1F	1.3	·	0	3	0.0	·	-3	·
CCCCSc1oc(-c2ccco2)nc1S(=O)(=O)c1ccccc1	3.6	-1	-3	0	0.0	-2	5	0
CC1=CC2C3C(=O)N(c4ccccc4)C(=O)C3C1C(=O)C2(O)C(C)C (configuration not stated)	-3.3	-4	-21	·	0.4	·	-14	-1
COc1cc2c(cc1OC)CN(c1ccc([N+](=O)[O-])cc1Cl)CC2	·	4	1	-15	0.0	1	16	-3
O=C(C[C@H]1CC[C@@H]2[C@H](COC[C@H](O)CN2CC2CCCCC2)O1)NCC1CC1	-2.9	29*	4	-10	0.1	-1	-97	4
CCCCCC(=O)Nc1ccc(C(=O)COC(=O)Cn2cnc3c2c(=O)n(C)c(=O)n3C)cc1	1.5	1	-4	13	-0.1	2	-6	-7
Cc1cccc(-n2cnc3cc([N+](=O)[O-])ccc32)c1	·	-4	-25	24	0.1	·	·	4
Cc1cc(C)cc(C(=O)N2CCC3(CC2)NCCc2[nH]cnc23)c1	-1.9	5	-14	-3	0.0	-13	-6	7
CO[C@H](CN(C)S(=O)(=O)c1cccc(Cl)c1)[C@@H](C)CN([C@@H](C)CO)S(=O)(=O)c1cccc(Cl)c1	1.0	2	·	-25	0.7	-4	20	-2
O=C(CO/N=C/c1ccccc1OC(F)F)NC1CCCC1	0.7	11	0	-6	0.0	-5	-3	-4
C[C@H](CO)N1C[C@H](C)[C@H](CN(C)S(=O)(=O)c2ccc(Cl)cc2)OCCCC[C@H](C)Oc2ccc(NS(=O)(=O)c3cccs3)cc2C1=O	0.3	?	67*	0	0.4	-6	6	-3
CCn1c(CCCNC(=O)c2cccs2)nc2ccccc21	0.4	0	16	5	0.0	-4	-3	-12
Cc1cccc(-c2cc(NCCc3cccnc3)n3nccc3n2)c1	2.8	3	9	·	0.2	·	-3	1
CN1CCN(C(=O)[C@@H]2[C@@H](CO)[C@@H]3Cn4c(cccc4=O)[C@H]2N3S(=O)(=O)c2ccccc2F)CC1	0.3	?	-7	0	0.1	-6	-3	-2
CNC[C@H]1Oc2ccc(NS(=O)(=O)c3ccccc3)cc2C(=O)N([C@@H](C)CO)C[C@H]1C	-1.4	15	-1	10	-0.2	-2	-6	3
CC(C)C(=O)N1CCCCCCN1C(=O)C(C)C	-0.3	12	7	·	0.0	·	-4	4
O=C(C[C@H]1C=C[C@@H](NC(=O)Nc2cc(F)ccc2F)[C@@H](CO)O1)Nc1ccccc1	2.4	-11	7	-24	-0.1	-2	-1	0
Cc1ccc(CN2CCSc3sccc3C2=O)cc1	3.1	-2	5	-8	0.3	-8	-20	-5
O=C(NCCc1c[nH]c2ccccc12)C1CCCN(S(=O)(=O)c2ccccc2)C1 (configuration not stated)	-2.1	-2	8	-5	0.0	-1	23	-7
Cc1ccc(S(=O)(=O)N(C)C[C@H]2OCc3ccccc3-c3ccccc3C(=O)N([C@@H](C)CO)C[C@@H]2C)cc1	-0.7	1	·	-27	-0.1	6	-2	4
CC(=O)N1CCc2ccc([N+](=O)[O-])cc21	-2.6	-4	-6	7	0.1	2	-3	-8
COc1cc(CN(C)c2ccc(S(=O)(=O)N3CCCC3)cn2)ccc1OC(F)F	1.5	-2	·	44*	0.0	-16	7	-13
O=C1C2CC(O)CN2C(=S)N1Cc1ccccc1 (configuration not stated)	0.5	2	-7	-7	0.4	·	3	1
CO[C@@H]1CN(C)C(=O)c2cc(NC(=O)C3CC3)ccc2OC[C@H](C)N(Cc2nccs2)C[C@H]1C	-1.0	-1	-11	-9	-0.3	27	-3	-5
Cc1noc(C)c1NC(=O)N(C)C[C@@H]1OCCCC[C@@H](C)Oc2ccc(NS(=O)(=O)c3cn(C)cn3)cc2C(=O)N([C@H](C)CO)C[C@@H]1C	1.8	-6	-5	7	-0.6	-1	-7	·
COc1ccc(Cc2c(-c3ccccc3)nc3cc(C)c(Br)c(C)n23)c(C)c1	3.3	?	10	11	0.1	·	6	-3
CC(C)(C)c1ccc(C(=O)Nc2ccc(NC(=O)C(=O)O)cc2)o1	-3.4	-2	10	-31	1.2	·	6	12
CC(C)NC(=O)/C(=C/c1cn(-c2ccccc2)nc1-c1cccc([N+](=O)[O-])c1)NC(=O)c1ccccc1	·	·	4	-10	0.0	-1	·	·
COc1cc(OC)c(/C=N/NC(=O)c2ccc(NC(C)=O)cc2)cc1Br	-2.5	0	-10	5	0.0	-6	-3	-2
Cc1ccc(CS(=O)Cc2ccc(C(=O)N3CCN(c4cccc(C)c4C)CC3)o2)cc1 (configuration not stated)	-1.4	6	17	-29	0.0	·	-3	-4
CCOc1ccc(CN2CCNC(=O)C2CC(=O)N(C)C2CCCCC2)cc1 (configuration not stated)	3.3	-3	5	4	0.1	4	1	7
CCOc1ccccc1C1CC(=O)Nc2cc(C)c(C)cc21 (configuration not stated)	5.8	0	47	-8	0.4	-1	?	-7
CCCN1CCN(CCCNC(=O)c2cc3c(=O)[nH]c4ccccc4c3s2)CC1	0.7	12	7	-7	0.4	8	4	-1
COc1cc2c(=O)n(CCCC(=O)NCC3CCCO3)c(=O)n(CC(=O)c3ccc(F)cc3)c2cc1OC (configuration not stated)	-3.3	-7	22	-4	-0.4	-11	6	2
CC(C)(C)OC(=O)C[C@@H]1C/C=C\C[C@H](CC(=O)NCCO)C(=O)NC[C@H](c2ccccc2)OC1=O	-1.5	1	-7	-4	-0.6	3	-2	5
C[C@@H]1CN([C@@H](C)CO)C(=O)Cc2cc(NS(=O)(=O)c3ccc(F)cc3)ccc2O[C@@H]1CN(C)CC1CCCCC1	-0.6	17	·	-9	-0.6	8	14	1
C/C(=N\NC(=O)c1cccnc1)c1cc2ccccc2o1	2.8	-7	-26	11	0.1	10	-25	-3
